Screening results deposited in PubChem by several laboratories.
DTT redox prof = compounds producing H2O2 with reducing agent – biochemical, NIH compound library profiling, artefact control for MLSCN library redox annotation, primary screen; DTT-dependent redox cycling H2O2, phenol red/HRP absorbance; 100% = 100 µM peroxide control, 0% = buffer; activation, % at 10 µM; actives 0.03% (n = 200,000);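 active means activation of at least 50% relative to the plate's high and low controls in the primary single-dose screen; inactive means activation below 50%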;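 further: compound incubated with DTT at 0.8 mM final as the reducing agent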
PMI activator = activators of human PMI, primary screen, biochemical, fluorescence intensity, near-Km mannose 6-phosphate; actives 0.005% (n = 190,000); purified human PMI, coupled resazurin fluorescence, 20 min; hits give high values; 1 = vehicle control, 0 substrate-free wells; activation factor at 20 µM; Mannose-6-phosphate isomerase (Homo sapiens), P34949; AID 1214, 2008;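 active means activation factor of 2 or more at 20 µM, relative to plate controls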
Target sequence (P34949 whole entry, looked up): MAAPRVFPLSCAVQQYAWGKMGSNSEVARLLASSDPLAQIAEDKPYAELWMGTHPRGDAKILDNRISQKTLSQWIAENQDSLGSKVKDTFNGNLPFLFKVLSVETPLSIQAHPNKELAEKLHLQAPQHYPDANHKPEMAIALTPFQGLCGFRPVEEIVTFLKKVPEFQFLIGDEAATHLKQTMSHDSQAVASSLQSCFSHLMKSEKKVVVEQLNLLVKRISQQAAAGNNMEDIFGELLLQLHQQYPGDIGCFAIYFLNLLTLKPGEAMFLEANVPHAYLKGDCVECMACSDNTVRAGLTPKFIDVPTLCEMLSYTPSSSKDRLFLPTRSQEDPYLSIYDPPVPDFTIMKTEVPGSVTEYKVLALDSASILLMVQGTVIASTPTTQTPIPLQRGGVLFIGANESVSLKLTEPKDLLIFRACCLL
Efa HMGR inh = inhibitors of E. faecalis class II HMGR, primary screen, biochemical, Enterococcus faecalis; HMG-CoA reductase (Enterococcus faecalis, mvaE); purified E. faecalis HMGR, NADPH absorbance 340 nm kinetic; inhibition, % at 10 µM; actives 0.41% (n = 190,000); AID 1066, 2008;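 active means inhibition above a set limit, the median over all tested compounds plus 3 SD, cut at about 9.5% in these data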;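 further: enzyme runs in reverse so mevalonate oxidation gives rising NADPH absorbance; 0% = complete reaction with DMSO and 100% = background rate lacking mevalonate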
PMI act hi M6P = human PMI activators, high substrate, primary screen, biochemical, fluorescence intensity, near-saturating mannose 6-phosphate | activation factor at 20 µM | Mannose-6-phosphate isomerase (Homo sapiens), P34949 | AID 1216, 2008 | coupled PMI enzyme assay, resazurin fluorescence, 20 min; hits give high values; 1 = untreated enzyme, 0 = substrate-free blank | actives 0.34% (n = 190,000);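 active means activation factor of 2 or more at 20 µM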
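Test system: human phosphomannose isomerase with PGI, G6PDH, diaphorase coupling enzymes; amount: 15 ng/mL PMI; incubation: enzyme reaction with compound 20 min at room temperature; technique: resorufin fluorescence (Ex 544/Em 590 nm) from resazurin via diaphorase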
TNAP inh hiacc = human TNAP enzyme inhibitors, primary screen, biochemical, luminescent, high phosphate acceptor level, uHTS. Alkaline phosphatase, tissue-nonspecific isozyme (Homo sapiens), P05186. purified TNAP, CDP-star luminescence, 1 M DEA. inhibition, % at 20 µM. actives 0.03% (n = 200,000);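 active means over 50% inhibition of tissue-nonspecific alkaline phosphatase at 20 µM in the single-dose screen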;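 further: plate controls were DMSO wells for no effect and EDTA-quenched wells as full inhibition for full effect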
Lmaj promast = Leishmania major promastigote growth inhibition, primary screen | inhibition, % at 10 µM | actives 9% (n = 200,000) | Leishmania major promastigotes, resazurin fluorescence viability; in the data active means inhibition above about 50%;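 further: promastigotes grown with compound for 44 hours at 28 °C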
RAM inhibit = inhibitors of the yeast RAM network, primary screen, dse1pr::URA3 reporter, 5-FOA selection; S. cerevisiae dse1pr::URA3 reporter, 5-FOA growth OD615, 2 d; analog-sensitive cbk1-as2 kinase mutant strain; inhibition, % at 50 µM; actives 1.8% (n = 190,000);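 active means inhibition above a set limit, 3 SD over mean compound inhibition, cut at about 8.4% in these data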;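 further: 0% = DMSO-only wells with no growth and 100% = 10 µM 1-NA-PP1 full growth; inhibition rescues growth on 5-FOA so higher OD means more RAM inhibition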
S1P3 antagonist = S1P3 receptor antagonists, primary screen, cell-based; Sphingosine 1-phosphate receptor 3 (Homo sapiens), Q99500; CHO S1P3 NFAT-BLA reporter, FRET fluorescence, antagonist mode; actives 0.27% (n = 170,000); inhibition, % at 4.98 µM;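 active means inhibition above the plate cutoff, the mean inhibition of test wells on that plate plus 3 SD, cut at about 28% in these data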;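 further: cells challenged with S1P at its EC80 of 0.8 µM; blue over green emission ratio from cleaved BLA substrate after 4 h stimulation; 0% = S1P-stimulated wells and 100% = unstimulated DMSO-only wells; some compounds past the cut are filed as inactive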
Target sequence (Q99500 whole entry, looked up): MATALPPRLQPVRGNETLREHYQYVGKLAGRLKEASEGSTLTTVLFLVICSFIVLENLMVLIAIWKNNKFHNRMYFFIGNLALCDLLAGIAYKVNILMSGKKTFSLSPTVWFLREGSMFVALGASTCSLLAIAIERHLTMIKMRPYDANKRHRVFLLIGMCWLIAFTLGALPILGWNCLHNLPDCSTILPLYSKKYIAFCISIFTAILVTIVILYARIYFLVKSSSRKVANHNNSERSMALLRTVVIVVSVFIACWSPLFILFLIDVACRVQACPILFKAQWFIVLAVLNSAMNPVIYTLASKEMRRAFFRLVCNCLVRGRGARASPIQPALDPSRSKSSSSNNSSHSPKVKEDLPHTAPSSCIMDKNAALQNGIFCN
TNAP inh noacc = human TNAP enzyme inhibitors, primary screen, biochemical, luminescent, no phosphate acceptor, uHTS | Alkaline phosphatase, tissue-nonspecific isozyme (Homo sapiens), P05186 | purified TNAP, CDP-star luminescence, 30 min | inhibition, % at 20 µM | actives 0.26% (n = 200,000) | AID 1012, 2008;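 active means tissue-nonspecific alkaline phosphatase inhibition above about 50% at 20 µM in the single-dose screen, limit read from the data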;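 further: 0% = DMSO negative control and 100% = EDTA positive control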
Hsp70 act = Hsp70 transcriptional activators, primary screen, cell-based, HeLa, Hsp70 promoter luciferase, luminescence, 10 µM | HeLa Hsp70 promoter luciferase reporter; scaled: vehicle 0, proteasome-inhibitor control 100% | activation, % at 10 µM | actives 0.04% (n = 200,000) | AID 1203, 2008;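 active means activation above the mean across all tested compounds plus 3 SD, cutoff set per campaign, cut at about 5.5% in these data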;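 further: 100% = MG132 at 30 µM as the positive control and 0% = DMSO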
Starred values were filed as active, the others as inactive; nt = not tested or not shown.

SMILES	DTT redox prof	PMI activator	Efa HMGR inh	PMI act hi M6P	TNAP inh hiacc	Lmaj promast	RAM inhibit	S1P3 antagonist	TNAP inh noacc	Hsp70 act
CCc1c(C(=O)OC)nnc2cc(C)nn12	-0.1	0.9	-0.4	0.9	-5.2	-3.3	0.6	nt	-20.2	-0.1
O=C(CN1C(=O)NC2(CCCC2)C1=O)Nc1ccc(F)c(F)c1F	0.2	1	-0.5	1	-3.6	-2.5	-0.3	nt	-8.7	-0.6
COCCN(Cc1nc(C2(c3ccc(C)cc3)CCCC2)no1)C(C)C	6.7	1	-4.7	1	-4.9	-2.0	-0.8	-12.2	-6.3	-0.4
O=C(CSc1nc2c(sc3ccccc32)c(=O)n1-c1ccccc1)NCc1ccco1	0.3	1.3	-7.9	1.2	-2.1	7.9	7.0	0.0	-6.1	-0.3
S=C(NCC1CCCO1)N1CCN(Cc2ccccc2)CC1 (stereo unspecified)	-0.2	0.8	2.5	0.9	-4.3	-7.8	2.1	-3.1	-5.7	-0.1
COc1cc(OC)cc(C(=O)NCC(=O)OCC(=O)Nc2ccc3c(c2)OCO3)c1	0.1	1.1	-3.1	0.9	-5.7	-7.2	0.7	-15.1	-3.0	0.4
NC(=O)CCCSc1nc2ccccc2[nH]1	-1.5	1.2	2.6	1.3	-0.2	-8.0	1.8	-8.6	-0.3	-0.2
O=C(N/N=C/C=C/c1ccc2c(c1)OCO2)c1ccc([N+](=O)[O-])cc1	0.1	1	-4.0	1.1	-0.8	-21.7	2.2	nt	11.5	0.0
CC(CCc1ccccc1)NCC(O)c1ccc(O)c(C(N)=O)c1 (stereo unspecified)	-0.3	1	-4.2	1	2.2	84.0*	1.4	-5.3	-7.4	-0.2
CCOc1ccc(S(=O)(=O)N(CC(=O)NC2CCCCC2C)Cc2ccco2)cc1 (stereo unspecified)	-0.7	1.1	-5.5	1	3.2	87.0*	5.3	-3.9	-3.0	-0.3
COc1ccc(-n2c(=O)c3ccccc3c3ccccc3c2=O)cc1	0.7	1	-5.8	1	-2.7	-4.8	-1.2	-16.3	-5.3	-0.3
COc1ccc(C(O)c2coc3ccc(O)c(CN(C)C)c23)cc1 (stereo unspecified)	-2.8	0.9	-5.7	1	-4.9	99.7*	2.7	-9.7	-9.8	0.0
Cc1ccc(S(=O)(=O)NCC2NCCc3ccccc32)cc1 (stereo unspecified)	-1.0	1.1	1.8	0.9	1.0	-1.2	-0.5	-5.9	5.3	-0.4
C=CCn1cc(C(=O)NCCCOCC)c(=O)c2cc(S(=O)(=O)N(CC)CC)ccc21	0.2	0.9	8.6	0.9	-3.0	-0.8	1.8	-51.2	-4.9	-0.4
O=c1[nH]c(-c2ccccc2Cl)nc2c1sc(=S)n2-c1ccccc1	-2.2	1	-1.7	1	-1.4	2.0	3.1	-14.0	-4.0	-0.2

Only PMI act hi M6P, Hsp70 act and S1P3 antagonist, for some of the entries so far:
SMILES,PMI act hi M6P,Hsp70 act,S1P3 antagonist
C=CCn1cc(C(=O)NCCCOCC)c(=O)c2cc(S(=O)(=O)N(CC)CC)ccc21,0.9,-0.4,-51.2
S=C(NCC1CCCO1)N1CCN(Cc2ccccc2)CC1 (stereo unspecified),0.9,-0.1,-3.1

Following part
SMILES	DTT redox prof	PMI activator	Efa HMGR inh	PMI act hi M6P	TNAP inh hiacc	Lmaj promast	RAM inhibit	S1P3 antagonist	TNAP inh noacc	Hsp70 act
O=C(O)c1n[nH]nc1-c1ccccc1	0.1	1	-6.4	1	-4.5	-4.1	0.3	6.5	-5.9	-0.4
CN(C)c1ccnc(C(=O)O)c1	-1.1	0.9	-1.6	0.8	-3.4	0.0	0.7	-5.0	6.3	0.1
CCCC(=O)NC(c1ccco1)c1cc(Cl)c2cccnc2c1O (stereo unspecified)	-3.5	0.8	-0.2	0.8	0.8	-1.9	3.9	-16.5	-2.1	-0.3
Cc1ccc(-c2cc(C(F)F)nc(N3CCC(C)CC3)n2)cc1	3.2	0.9	-5.7	1	1.1	1.6	11.8*	nt	-9.7	-0.1
Cc1ccccc1NC(=O)c1sc2nc3c(c(-c4ccco4)c2c1N)CCC3	2.3	1.1	0.5	0.8	-0.5	-2.3	1.3	nt	-9.4	-0.2
COC(=O)c1sccc1NC(=O)c1ccco1	-0.3	0.9	nt	0.9	-2.3	3.1	nt	-28.9	-13.3	-0.2
Cn1c(SCc2ccc(Br)cc2)nc2c(c1=O)SCC2	-0.1	1	-0.3	0.9	-5.6	-9.8	5.1	-13.5	-12.4	0.2
Cc1cccn2c(=O)c3cc(C(=O)NC4CCCC4)c(=N)n(C4CCCC4)c3nc12	-0.8	0.9	-3.8	0.9	-3.8	42.4	-0.7	nt	-7.7	-0.5
O=C(NC1CCCc2ccccc21)C1CCN(c2nnc(-n3cccc3)s2)CC1 (stereo unspecified)	-0.1	1	-6.2	0.9	-10.3	-3.0	-0.7	-10.6	-41.1	-0.4
CCOc1ccc(N2C(=O)CC(Sc3nnnn3-c3ccccc3)C2=O)cc1 (stereo unspecified)	-1.4	1	-4.5	1.1	0.9	0.6	7.6	-16.4	-6.2	-0.4
FC(F)(F)c1cccc(N2CCN(C(=S)NC3CCCC3)CC2)c1	2.9	0.9	-1.5	0.9	2.0	-6.0	1.5	nt	-13.5	0.0
Cn1sc(NC(=O)c2ccccc2)nc1=O	-14.7	0.9	-4.2	0.9	-2.8	-7.3	0.4	nt	-8.6	-0.4
Cc1cnc(C(=O)NCC(c2ccccc2)c2ccccc2)cn1	-0.2	1.1	4.1	1.1	0.6	-3.1	1.9	-5.6	-4.0	0.5
Cn1c(=O)c2nc(Cl)n(Cc3ccc(Cl)cc3Cl)c2n(C)c1=O	2.3	nt	nt	nt	nt	0.7	nt	-12.1	nt	0.0
O=c1c(Cc2ccccc2)c(O)ccn1Cc1ccc2c(c1)OCO2	-0.7	1	-3.2	1	-3.9	9.3	1.1	-2.1	-9.2	-0.4
CC(C)(C)N(NC(=O)Nc1ccccc1)C(=O)c1ccccc1	-0.1	1	-5.1	1	-4.2	2.6	0.9	-7.9	-12.0	-0.3
CC1CN(Cc2nc3c(c(=O)n(C)c(=O)n3C)n2CCN2CCOCC2)CC(C)O1 (stereo unspecified)	2.3	1.1	-3.1	1	-5.2	2.2	-0.3	8.6	-11.9	0.7
O=C(CSc1nnc(CNC(=O)c2c(F)cccc2Cl)o1)c1ccccc1	0.6	1.1	-0.1	1.1	-0.5	0.8	0.2	nt	-9.5	0.1
O=C(c1cnsn1)N1CCC(CO)(Cc2ccc(Cl)cc2)CC1	-0.5	0.9	-2.9	1	0.5	-2.5	-0.8	2.5	-3.2	0.1
CCCn1nnc(NC(=O)c2ccc(OCC)c(Cl)c2)n1	-0.5	0.9	-0.6	1	-4.1	1.2	0.5	15.0	-9.9	-0.6
O=C(CN(c1ccccn1)S(=O)(=O)c1ccccc1)Nc1ccccc1	-0.9	1.1	-3.3	1.1	-4.8	-3.4	1.5	-1.9	-10.9	0.7
O=C(NC1CCS(=O)(=O)C1)/C(=C\c1ccccc1)NC(=O)c1ccccc1 (stereo unspecified)	0.5	0.9	1.9	1	-0.3	-2.2	0.0	-7.7	-7.9	-0.1
COc1ccc(/C=C(\C#N)C(=O)NCc2cccs2)cc1OC	-0.1	0.9	-5.2	1	1.8	8.4	2.6	-3.5	16.2	-0.3
Cc1cccc(-n2c(-c3csc4ccccc34)n[nH]c2=S)c1	-0.1	0.9	0.4	0.8	-4.4	-0.7	0.4	-2.2	1.0	-0.1
Nc1c(C(=O)NCc2cccs2)nnn1CC(=O)Nc1cccc(Cl)c1	-1.8	1	-5.3	1	-4.7	1.7	0.4	-5.2	-12.1	-0.1
Cc1cc(C(=O)CCl)c(C)n1CCc1ccc(F)cc1	0.1	1.2	-8.1	1.1	-2.3	100.4*	2.3	-8.2	-9.0	-0.2
COc1ccccc1-n1cnnc1SCC(=O)N1CC(=O)Nc2ccccc21	0.6	0.9	9.6*	1	-3.0	-2.1	1.7	nt	-4.6	-0.2
O=C1[C@@H]2[C@@H]3C[C@@H]([C@H]4ON=C(c5ccc(Cl)cc5)[C@@H]34)[C@@H]2C(=O)N1c1ccc2c(c1)OCO2	-0.1	0.9	-13.0	0.9	0.8	-7.0	1.8	2.6	-4.8	0.0
CCOc1ccc(CCNC(=O)Cn2cccc2C(=O)c2ccccc2)cc1OCC	0.3	0.8	-2.9	0.9	0.7	7.3	1.5	1.2	-3.5	-0.3
CCOC(=O)c1cnc2c(OC)cccc2c1N1CCN(c2ccc(OC)cc2)CC1	0.6	0.9	-0.2	0.9	-2.9	20.7	1.9	4.8	-6.7	0.2
COc1ccccc1C1c2c(C)nn(-c3ccccc3)c2NC(=O)C1NC(=O)c1ccccc1 (stereo unspecified)	nt	1	-0.2	1	-6.0	75.5*	1.4	2.3	-11.1	0.1
O=C1CSC(c2ccccc2[N+](=O)[O-])N1CCc1ccccc1 (stereo unspecified)	-0.4	1	-6.3	1	-2.4	18.8	2.5	4.9	-4.9	-0.3
CCSc1nnc(NC(=O)CCCOc2ccc(C)cc2)s1	0.2	1.1	-3.9	1	-3.8	-1.4	3.1	-11.4	42.0	0.0
CCCC(=O)Nc1ccc2nc(SCC(=O)Nc3ccc(N4CCOCC4)c(Cl)c3)sc2c1	-8.5	1	1.0	1.1	-1.7	98.9*	2.5	nt	2.5	-0.1
Cc1nc(-c2cccc(NS(=O)(=O)c3cccc4ccccc34)c2)cs1	0.3	0.9	-3.4	1	-7.2	6.4	5.3	nt	-13.2	-0.1
COc1cc(/C=N/Nc2nc3ccccc3[nH]2)cc(Br)c1OCC(=O)N(C)C	-0.4	1.1	-6.0	1.1	0.5	12.8	3.4	3.6	-23.9	-0.2
CCC(C(=O)O)N1C(=O)c2ccccc2C1=O (stereo unspecified)	-3.5	0.9	-0.6	0.9	0.0	-5.8	1.7	nt	6.1	-0.4
Cc1cc(C(=O)N/N=C/c2ccc(C)o2)c2ccccc2n1	-0.6	0.9	-9.5	0.9	-7.8	-8.6	0.8	8.9	-9.9	-0.2
O=C(N/N=C/C=C/c1ccccc1[N+](=O)[O-])c1cccnc1	-1.3	1.1	-4.8	1.1	-6.8	6.0	4.8	5.8	2.0	-0.4
CC1=N/C(=C\c2ccc(OC(C)C)cc2)C(=O)N1c1ccc(C(=O)O)cc1	-0.4	1.1	2.0	1	-5.6	-5.3	5.6	-5.3	-10.7	-0.3
